HTR5A ag = HTR5A agonists in luminescence cell assay, primary screen, counter-screen for OPRM1-OPRD1 heterodimer agonist project, full-deck HTS | cell-based | activation, % at 9.3 µM | actives 0.61% (n = 340,000); in the data active means activation mostly above about 9.5%, no sharp cut-off; inactive means mostly below about 7.6%;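 further: 0% = cells with vehicle only and 100% = reference agonist; strong numbers were not always called active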
Target sequence (P47898 whole entry, looked up): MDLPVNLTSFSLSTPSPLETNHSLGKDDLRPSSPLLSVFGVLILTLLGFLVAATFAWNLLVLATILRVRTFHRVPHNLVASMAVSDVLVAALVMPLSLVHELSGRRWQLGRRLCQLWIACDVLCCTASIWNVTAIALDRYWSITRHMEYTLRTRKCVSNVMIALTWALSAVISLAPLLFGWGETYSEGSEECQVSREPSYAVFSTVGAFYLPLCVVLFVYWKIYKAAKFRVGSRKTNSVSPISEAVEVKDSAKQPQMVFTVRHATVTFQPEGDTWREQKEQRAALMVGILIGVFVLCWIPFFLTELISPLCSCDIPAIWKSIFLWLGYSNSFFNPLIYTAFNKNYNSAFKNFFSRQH
MITF TRPM1 HTS = activators of MITF-driven TRPM1 promoter reporter, primary screen, cell-based, SK-MEL-5, luciferase, single point; activation, % at 12.5 µM; SK-MEL-5 TRPM1-promoter luciferase, 24 h; % of positive control, neutral wells = 0; actives 0.75% (n = 300,000);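 active means mean activation of at least 80% with every replicate also reaching 80%; inconclusive means mean reaches 80% but some replicate falls short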;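 further: 0% = neutral control wells and 100% = parthenolide positive control wells; values of inactives mirror those of a sister screen read the other way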
dFosB activator = activators of delta FosB homodimer, primary screen, biochemical, fluorescence polarization, TAMRA-CDK5 oligo, single point. AID 493131, 2011. purified delta FosB; percent of positive-control signal above neutral wells. actives 0.99% (n = 340,000). Protein FosB (Mus musculus), P13346. activation, % at 25 µM;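 active means mean activation above about 17%, with every replicate also reaching it, limit read from the data, passing the limit was not always enough; inconclusive means only one of the two conditions met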;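 further: fluorescence polarization rise as delta FosB binds a TAMRA Cdk5 AP-1 oligo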
CDK5 p35 inh = inhibitors of human CDK5/p35 kinase, primary screen, biochemical, single concentration. Cyclin-dependent kinase 5 (Homo sapiens) + Cyclin-dependent kinase 5 activator 1 (Homo …. Recombinant CDK5/p35, ADP-Glo luminescence, 60 min. inhibition, % at 10 µM. actives 0.01% (n = 330,000);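 active means highest replicate inhibition of at least 50% and at least 75% of replicates reaching 50%; inconclusive means only one of the two criteria met; inactive means both criteria failed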;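 further: plate controls were DMSO neutral control for no effect and GW8510 at 10 µM for full effect; many of its hits are not listed in these tables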
NSD2 inh = NSD2 histone methyltransferase inhibitors, primary screen, biochemical, AlphaScreen, single concentration, set 2 | Histone-lysine N-methyltransferase NSD2 (Homo sapiens), O96028 | NSD2 peptide methylation, 120 min | inhibition, % at 12.5 µM | actives 0.54% (n = 310,000); in the data active means inhibition above about 50%
V-ATPase pHluor = regulators of yeast V-ATPase proton pumping, primary screen, pHLuorin cytosolic pH fluorescence; S. cerevisiae; response, % at 10 µM; actives 0.37% (n = 350,000); in the data active means response mostly above about 7.3%, no sharp cut-off; inactive means mostly below about 5.4%; further: actives read high; inactives centre near 0; some compounds called inactive have numbers as strong as hits; reference of the scale not given here
SR-BI HDL uptake = inhibitors of SR-BI mediated HDL lipid uptake, primary screen, ldlA[mSR-BI] cells, fluorescence, single point. Scavenger receptor class B member 1 (Mus musculus), Q61009. ldlA[mSR-BI] CHO cells, DiI-HDL uptake fluorescence, 3 h. inhibition, % at 12.5 µM. actives 0.96% (n = 320,000). AID 488896, 2010;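 active means mean replicate inhibition of at least 70% and a set share of replicates each scoring 70 or more; inconclusive means meets just one of the two criteria; inactive means fails both criteria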;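 further: 0% = median of neutral control wells and 100% = median of positive control wells; values of inactives mirror those of a sister screen read the other way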
Target sequence (Q61009 whole entry, looked up): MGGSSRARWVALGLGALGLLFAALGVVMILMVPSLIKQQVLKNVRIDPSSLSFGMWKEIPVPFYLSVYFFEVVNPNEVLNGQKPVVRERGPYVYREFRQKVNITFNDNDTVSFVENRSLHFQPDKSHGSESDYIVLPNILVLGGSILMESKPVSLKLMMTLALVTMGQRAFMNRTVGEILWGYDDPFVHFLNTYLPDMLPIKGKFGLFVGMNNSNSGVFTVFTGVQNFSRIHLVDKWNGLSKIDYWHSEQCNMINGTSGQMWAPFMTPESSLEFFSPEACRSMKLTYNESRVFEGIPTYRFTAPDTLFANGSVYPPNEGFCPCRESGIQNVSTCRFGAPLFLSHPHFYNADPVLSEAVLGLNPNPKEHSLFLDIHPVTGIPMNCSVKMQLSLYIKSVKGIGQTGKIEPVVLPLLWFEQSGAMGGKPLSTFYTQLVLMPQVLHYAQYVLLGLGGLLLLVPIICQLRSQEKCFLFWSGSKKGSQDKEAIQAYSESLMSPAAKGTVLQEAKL
PvdQ acylase = P. aeruginosa PvdQ acylase inhibitors, primary screen, biochemical, fluorescence, plate reader and imaging, single point | PvdQ acylase [Pseudomonas aeruginosa LESB58] | purified PvdQ acylase | inhibition, % at 10 µM | actives 0.063% (n = 340,000); in the data active means inhibition above about 30%, passing the limit was not always enough; inconclusive means no clear call, values can overlap the other calls;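 further: 0% = vehicle neutral wells and 100% = reference inhibitor wells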
HTR5A inv ctr = HTR5A inverse agonists in luminescence cell assay, primary screen, counter-screen for OPRM1-OPRD1 heterodimer inverse agonist project, full-deck HTS; HTR5A cell line, inverse agonism; inhibition, % at 9.3 µM; actives 0.083% (n = 340,000); in the data active means inhibition mostly above about 23%, no sharp cut-off; inactive means mostly below about 18%;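 further: 0% = cells with DMSO and 100% = no-cell wells with DMSO; some compounds called inactive have numbers as strong as hits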
Wnt bcat act = Wnt/beta-catenin pathway activators, primary screen, cell-based, plate reader, single point; activation, % at 9.35 µM; actives 1.2% (n = 300,000); AID 743398, 2014; Wnt/beta-catenin reporter cell assay, activator; in the data active means activation above about 30%, passing the limit was not always enough; inconclusive means no clear call, values can overlap the other calls;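 further: 0% = neutral control wells and 100% = positive control wells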
* hit, by the source's call; ? = inconclusive; . = no result given. This is a random part of the collection. Share with any hit: about 5%.

SMILES	HTR5A ag	MITF TRPM1 HTS	dFosB activator	CDK5 p35 inh	NSD2 inh	V-ATPase pHluor	SR-BI HDL uptake	PvdQ acylase	HTR5A inv ctr	Wnt bcat act
COc1ccc(CNC(=O)c2cnccn2)cc1	1	-1	-7	-0.9	-3	0	-18	-10	3	8
CCc1ccc(C(=O)COC(=O)CNC(=O)c2ccc(N3C(=O)c4ccccc4C3=O)cc2)cc1	0	-2	-8	2.2	2	2	-9	1	-1	.
CCn1c(-c2ccccc2Cl)nn(CC(=O)NCCc2ccccc2)c1=S	-1	-6	-1	-0.9	-1	-5	-19	6	4	-8
Cc1ccc(C)c(NCC(=O)c2ccc(Cl)cc2)c1	9	-14	-2	-0.3	0	9	29	6	9	-1
COc1ccc(C(=O)COC(=O)CN2C(=O)c3ccccc3C2=O)c(OC)c1	3	15	19*	-2.0	-2	2	-15	2	-8	0
O=C(COC(=O)Cc1n[nH]c(=O)c2ccccc12)Nc1c(Br)cc([N+](=O)[O-])cc1Br	4	-19	-6	-2.7	2	-5	-11	-15	-14	20
Cn1c(SCc2ccccc2)nc2c1c(=O)[nH]c(=O)n2C	1	7	-2	0.6	-1	3	-1	-14	-5	0
CC(=O)C[C@@H](O)CC(=O)[C@H]1OC(=O)[C@H](C)C/C=C\Cc2ccccc21	-2	-2	1	3.1	.	-4	-18	-19	9	-2
CCS(=O)(=O)c1cc([N+](=O)[O-])c(Sc2ccccc2N)s1	-1	.	-5	3.3	2	1	12	-10	-29	-2
S=c1[nH]nc(-c2ccco2)n1-c1cccc2ccccc12	-2	-1	-4	1.8	8	0	-33	-1	8	.
Cc1[nH]c2ccccc2c1/C=N/NC(=O)c1cc(-c2ccccc2)n[nH]1	.	.	-4	1.4	0	0	63	-11	.	-2
C[C@H]1CNC(=O)C(=O)N1C[C@H](Cc1ccc(O)cc1)NC(=O)CC12CC3CC(CC(C3)C1)C2	6	10	-3	1.1	.	5	-8	0	-31	-4
Cc1cccc(C(=O)NN/C=C/C(=O)c2ccccc2)c1	-4	2	2	0.0	4	0	89*	-11	14	-5
Cc1ccc(CN2CCN(Cc3cnc(N4CCOCC4)s3)CC2CCO)cc1 (stereo not drawn)	0	6	5	0.1	0	0	.	-6	-3	-2
COc1ccc2c(c1)C(=O)C(=O)N2CCS(=O)(=O)c1ccccc1	-5	-15	-4	.	10	0	-15	-8	26	2
CCOc1ccccc1NC(=O)CSc1nnc(CNC(=O)c2cc(OC)c(OC)c(OC)c2)o1	-1	-5	-3	1.5	-4	0	30	6	1	-3
Cc1ccc(S(=O)(=O)N2CCC(=O)N(CCOCc3ccc(Cl)cc3)CC2)cc1	6	.	-5	1.1	.	-1	-25	-6	-16	-3
COc1ccc(CN(C2CCCCC2C)S(=O)(=O)c2ccc(S(=O)(=O)N(C)C)cc2)cc1OC (stereo not drawn)	6	-3	4	2.1	-6	-2	10	1	20	-4
FC(F)Sc1ccc(-n2cc(-c3ccccc3)[n+]3c2CCC3)cc1	6	-24	7	.	1	3	6	14	-7	1
COc1ccc2c(-c3ccc(SC)cc3)c(-c3ccc(S(C)(=O)=O)cc3)sc2c1	4	4	4	0.2	.	3	81*	7	-13	-2
Cc1ccccc1OCc1nnc(SCc2cc(=O)[nH]c3ccccc23)n1-c1ccccc1	1	6	-19	-0.2	1	-6	-10	2	7	-3
Cc1cc([N+](=O)[O-])ccc1NC(=O)c1cccc(NC(=O)C(C)C)c1	1	67	-10	-0.1	-2	7	10	-4	17	18
COc1ccc(OC)c(CN(CCN2CCOCC2)C(=O)Nc2cccc(Cl)c2)c1	2	-5	0	-1.7	3	6	-2	0	-6	-2
O=C(Cc1ccc(Br)cc1)N1CCN(C(=O)c2ccco2)CC1	5	-9	5	-1.7	-2	3	.	-15	-13	-1
O=C(OCC(=O)N(C1CCCCC1)C1CCCCC1)c1ccncc1	4	7	0	0.5	.	2	-17	-13	-4	.
COC(=O)c1ccc(Cn2nnc3c(=O)[nH]c(C4CCCN(S(=O)(=O)c5cccc(Cl)c5)C4)nc32)cc1 (stereo not drawn)	-8	-4	-18	-1.9	-2	0	-14	-3	8	-1
CCN(CC)C(=O)c1ccc(-c2nnc(OC)c3ccccc23)cc1	-3	.	-11	0.1	30	-7	33	-16	8	3
CCOC(=O)C1CCCN(C(=O)Cn2cccc2C(=O)c2ccccc2)C1 (stereo not drawn)	4	-2	-8	0.1	-1	-1	0	-15	-8	.
COc1ccc(NC(=S)Nn2cnnc2)cc1OC	0	14	2	0.4	-1	-3	-22	-7	1	0
CCCCn1nc2cc(C(=O)NC3CCCc4ccccc43)ccc2c1OCC (stereo not drawn)	1	-12	-1	1.4	.	-1	80*	-17	7	-4
Cc1ccc(NC(=S)NCC(O)c2ccccc2)c(C)c1 (stereo not drawn)	-2	3	-6	-2.2	2	-1	20	-14	-21	3
Cc1ccc(O)c(-n2nc3ccccc3n2)c1	0	?	-9	-0.8	4	-1	0	6	-1	10
CCN(CC)S(=O)(=O)c1ccc(N2CCOCC2)c(NC(=O)COc2ccc(C#N)cc2)c1	-2	14	-3	3.5	-2	5	59	7	5	2
O=C(/C=C/c1ccc([N+](=O)[O-])cc1)NCc1cccs1	-1	31	-1	0.9	4	0	-17	6	3	2
CCN(CC)S(=O)(=O)c1ccc(C)c(NC(=O)Cn2cnc3cc([N+](=O)[O-])ccc3c2=O)c1	0	-12	-2	0.0	0	-3	52	-14	0	-1
O=C1NN(c2ccccc2)C(=O)/C1=C\c1cccc(OC(=O)c2cccs2)c1	-7	-2	-3	0.5	9	-1	14	-16	14	.
O=C(Nc1nnc(S(=O)(=O)Cc2ccc(F)cc2)s1)c1ccccc1F	2	-11	-2	1.0	0	2	-3	13	-3	-2
O=C(Nc1c(-c2ccccc2)nc2ccccn12)c1ccccc1	2	-7	1	0.7	-3	1	8	-9	-9	-1
CCOC(=O)N1CCN(C(=O)CN2C(=O)COc3ccc(S(=O)(=O)N4CCOCC4)cc32)CC1	3	11	0	.	-3	-4	-17	-4	-11	0
O=[N+]([O-])c1ccc(NN=Cc2cccc3ccccc23)cc1	3	3	10	-0.2	0	-1	30	4	-12	3
CCC(=O)Oc1ccc2oc(=O)cc(C)c2c1	4	10	1	0.6	0	0	-12	-9	2	1
CC(C)C(O)(C#CCN1CCCCC1)C(C)C	5	0	-8	-1.3	2	0	-21	-8	-7	.
CN(C(=O)COC(=O)c1ccc(=O)n(Cc2ccccc2)n1)C1CCS(=O)(=O)C1 (stereo not drawn)	0	-1	0	0.4	-2	3	-10	-17	-5	0
CCN(CC)S(=O)(=O)c1cc(NC(=O)CN2C(=O)NC3(CCCc4ccccc43)C2=O)ccc1C (stereo not drawn)	2	-4	-2	-1.2	0	-4	24	5	11	-1
O=C(/C=C/c1ccccc1)N1CCN(S(=O)(=O)c2ccc(F)cc2)CC1	-1	-1	-11	2.6	-5	-1	-15	-13	26	-2
O=C(Nc1nnc(CCN2CCCCC2)s1)c1ccccc1	4	18	8	0.3	3	5	-24	-12	21	0
Cc1nc2ccccc2c(C(=O)O)c1-c1ccccn1	0	-17	5	1.6	-1	-1	-15	-11	1	-3
O=C(NCCN1CCCCC1)c1ccc(=O)oc1	-3	.	1	-0.6	36	3	4	-1	-10	.
CCOc1ccc(C(=O)NCc2ccccn2)cc1	-1	40	-5	0.6	-1	6	-3	5	35	2
Cc1ccc(S(=O)(=O)N/N=C\c2cccnc2)cc1	-2	11	8	-1.2	-1	2	-23	-6	4	.

Ordered by number of heavy atoms (ascending): some entries from above.
SMILES	HTR5A ag	MITF TRPM1 HTS	dFosB activator	CDK5 p35 inh	NSD2 inh	V-ATPase pHluor	SR-BI HDL uptake	PvdQ acylase	HTR5A inv ctr	Wnt bcat act
CCOc1ccc(C(=O)NCc2ccccn2)cc1	-1	40	-5	0.6	-1	6	-3	5	35	2
Cc1nc2ccccc2c(C(=O)O)c1-c1ccccn1	0	-17	5	1.6	-1	-1	-15	-11	1	-3
CCN(CC)S(=O)(=O)c1cc(NC(=O)CN2C(=O)NC3(CCCc4ccccc43)C2=O)ccc1C (stereo not drawn)	2	-4	-2	-1.2	0	-4	24	5	11	-1

Carrying on:
SMILES	HTR5A ag	MITF TRPM1 HTS	dFosB activator	CDK5 p35 inh	NSD2 inh	V-ATPase pHluor	SR-BI HDL uptake	PvdQ acylase	HTR5A inv ctr	Wnt bcat act
CCCn1c(-c2cc(OC)c(OC)c(OC)c2)nc2nc3ccccc3nc21	2	.	-9	0.3	-6	3	51	-5	-5	.
COc1ccccc1CNC(=O)C1CCN(S(=O)(=O)c2c(C)noc2C)CC1	1	3	-5	0.2	2	3	-12	-10	7	15
C/C(=N\NS(=O)(=O)c1ccc(C)c([N+](=O)[O-])c1)c1ccc2c(c1)OCO2	6	2	-5	-0.9	3	8	.	-4	21	-2
CC(C)C(NC(=O)OCc1ccccc1)C(=O)NC(Cc1ccc(O)cc1)C(=O)O (stereo not drawn)	1	3	-1	-0.7	-4	6	-10	-1	-3	1
COCCNC(=O)C(OC(=O)c1ccco1)c1ccc(OC)cc1 (stereo not drawn)	9	-1	1	-0.1	2	-4	2	-17	16	-3
NC(=O)CNC(=O)[C@@H]1CC2(CC(c3ccc(Cl)cc3)=NO2)CN1C(=O)c1ccc(Br)cc1 (stereo partly drawn)	2	-5	-1	-0.6	.	1	-5	0	-6	-3
CCOC(=O)C1CCN(C(=O)Cn2c(=O)c3cccn3c3cccnc32)CC1	-2	11	-8	.	4	1	-7	-11	6	1
CCCCn1c(N)c(N(CC(C)C)C(=O)CCCn2c(=O)oc3ccccc32)c(=O)[nH]c1=O	-6	-9	-9	0.4	0	6	-6	5	-7	-6
COc1ccc(C(OC(=O)c2c(C)noc2C)C(=O)NC2CCCC2)cc1 (stereo not drawn)	4	-2	-13	1.1	-7	0	3	-14	3	-2
Fc1ccc(C(c2nnnn2C2CCCCC2)N2CCCC2)cc1 (stereo not drawn)	-9	-12	1	-3.2	-2	1	-19	-10	23	-1
CCC(C)[C@H](NC(=O)CCn1nnc2ccccc2c1=O)C(=O)O (stereo partly drawn)	1	-4	-3	0.3	-4	3	-10	-11	-9	.
CC1=C(C(=O)OCc2ccccc2)C(c2ccc(Cl)cc2)NC(=O)N1CCCCCC(=O)O (stereo not drawn)	4	.	-2	-0.7	.	-5	-1	-1	-12	0
O=C(NCCc1c[nH]c2ccccc12)c1cnc2n(c1=O)CCS2	2	7	2	-2.0	.	1	.	-3	-6	-3
Cc1cc(-c2ccccc2N)n[nH]1	2	.	-1	0.0	2	-5	-14	6	-6	.
CCOC(=O)C1(Cc2cccc(OC)c2)CCCN(Cc2cc(OC)c(O)c(OC)c2)C1 (stereo not drawn)	-3	.	-2	-0.6	-1	0	-27	-3	11	0
Cc1cc(C)c2sc(NC(=O)CN3C(=O)CCC3=O)nc2c1	-3	5	-19	1.5	0	2	.	-8	-4	3

Bioassay records (PubChem BioAssay)
